# Screening data deposited in PubChem by National Center for Advancing Translational Sciences (NCATS).
# G9a block: blocks human histone lysine methyltransferase G9a | Q96KQ7 | G9a H3K9 monomethylation, AlphaScreen, 2 h | Potency, µM (series often up to 102 µM), for the others: at the highest dose activity, negative = inhibition, usual class: inhibitors | 350,000 tested, 8.8% active | AID 504332; also: potency is read from the fitted curve at half-maximal effect; % is scaled to controls: 0 for no effect and ±100 for the full control effect; nearly all actives have a fitted effect of over 75% in size
# Target sequence (Q96KQ7 913-1193 limits assumed): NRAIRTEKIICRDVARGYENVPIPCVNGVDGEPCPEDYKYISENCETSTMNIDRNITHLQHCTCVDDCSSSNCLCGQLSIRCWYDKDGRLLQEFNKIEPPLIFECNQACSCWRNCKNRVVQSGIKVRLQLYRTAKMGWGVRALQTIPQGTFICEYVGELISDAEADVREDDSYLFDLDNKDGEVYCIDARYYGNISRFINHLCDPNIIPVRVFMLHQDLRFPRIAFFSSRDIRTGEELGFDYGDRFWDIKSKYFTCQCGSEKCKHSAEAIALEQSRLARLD
#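 AlphaScreen detection with an anti-monomethyl H3K9 antibody quantified product after a 2 h room-temperature reaction containing 500 nM biotinylated H3K9 peptide, 20 µM SAM and 20 nM enzyme, which had been preincubated 15 min with compound.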
# RGS4 inhibitor: blocks human RGS4-accelerated GTP hydrolysis. 390,000 tested, 0.039% active. P49798. Potency, µM (highest dose often 114 µM), for the others: at the highest dose activity change, negative = inhibition, usual class: inhibitors. Transcreener GDP fluorescence polarization, RGS4-accelerated GTP hydrolysis; also: potency is read from the fitted curve at half-maximal effect; % is scaled to controls: 0 for no effect and ±100 for the full control effect; nearly all actives have a fitted effect of over 75% in size; some results filed as inactive show a strong effect at the top dose
#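 MLSMR compounds (23 nl, pin-transferred) preincubated 10 min at room temperature with a 500nM (2x) first reagent, then RGS4 at 900nM (2x) plus Transcreener GDP mix added; fluorescence polarization (620/688 nm) read before and after 90 min at 30 °C.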
# GLS inh: blocks human kidney-isoform glutaminase activity; O94925; GLS enzymatic activity, qHTS titration; Potency, µM (highest dose often 45.5 µM), for inactives: at the highest dose activity change, negative = inhibition, most hits filed as inhibitors; 410,000 tested, 0.21% active; AID 624170; also: potency is read from the fitted curve at half-maximal effect; % is scaled to controls: 0 for no effect and ±100 for the full control effect
#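 Compounds were pin-transferred onto hKGA, after which L-glutamine (1 mM solution) and a detection mix of glutamate oxidase, HRP and Amplex Red were added. Initial and 30 min RT fluorescence reads were collected.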
# 12-LOX inh: ALOX12 (human) lipoxygenase inhibition. purified 12hLO, xylenol orange hydroperoxide absorbance. Potency, µM (highest dose often 108 µM), for the others: at the highest dose activity change, negative = inhibition, usual class: inhibitors. 580,000 tested, 1.1% active. AID 1671190; also: potency is read from the fitted curve at half-maximal effect; % is scaled to controls: 0 for no effect and ±100 for the full control effect
#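 Purified human 12hLO at 150 nM in 25 mM Hepes, 0.01% Triton X-100, pH 7.0, preincubated 15 min at room temperature with compound. Reaction started with 40 uM arachidonic acid, 30 min at room temperature. Hydroperoxide measured by Fe-xylenol orange, 573/405 nm absorbance ratio.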
# JMJD2A Tudor: inhibitors of human JMJD2A Tudor domain | O75164 | AlphaScreen JMJD2A-Tudor / H3K4me3 peptide binding | Potency, µM (highest dose often 114 µM), for the others: top-dose activity change, negative = inhibition, actives largely listed as inhibitors | 390,000 tested, 4.4% active; also: potency is read from the fitted curve at half-maximal effect; % is scaled to controls: 0 for no effect and ±100 for the full control effect; nearly all actives have a fitted effect of over 50% in size
# PI4K2A block: blocks human PI4K2A kinase activity. purified PI4K2A, ADP-Glo luminescence, 1 h; stronger effect = lower value. activity change, negative = inhibition, % at 76.9 µM. AID 1346378. Q9BTU6. 420,000 tested, 0.13% active; in the data active = activity change below about -50%; inconclusive = mostly about -30% to -49%;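 also: -100% = wells without enzyme as full effect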
#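 In this quantitative HTS, ADP production by PI4K2A was quantified luminescently after 1 h at ambient temperature; 100 microM adenosine served as plate-quality control.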
# HP1b binding inh: HP1-beta chromodomain-methylated histone interaction inhibition. P83916. AlphaScreen HP1-beta / biotin-H3K9me3 peptide binding. Potency, µM (series often up to 114 µM), for the others: at the highest dose activity change, negative = inhibition, most hits filed as inhibitors. 390,000 tested, 0.56% active. AID 540317; also: potency is read from the fitted curve at half-maximal effect; nearly all actives have a fitted effect of over 70% in size; inactives centre near 23
# Target sequence (P83916 whole entry, looked up): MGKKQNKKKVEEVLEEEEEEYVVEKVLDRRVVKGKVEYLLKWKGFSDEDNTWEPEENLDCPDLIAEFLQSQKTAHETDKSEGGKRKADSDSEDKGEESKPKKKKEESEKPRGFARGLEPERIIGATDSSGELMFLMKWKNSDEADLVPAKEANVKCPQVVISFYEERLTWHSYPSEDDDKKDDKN
#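 AlphaScreen: HP1-beta (50 nM) preformed 30 min with biotin-H3(1-18)K9me3 peptide (50 nM) in PBS pH 7.4, 0.01% Tween-20. Compound added for 30 min at RT, then streptavidin donor/nickel chelate acceptor beads (10 ug/mL) for 30 min.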
# ERG-DNA inh: blocks human ERG Ets domain binding to DNA. fluorescence polarization, His-ERG Ets domain / labelled DNA. 370,000 tested, 0.028% active. Potency, µM (series often up to 76.9 µM), inactives show at the highest dose FP activity, negative = inhibition, usual class: inhibitors. P11308; active = well fitted inhibition curve with a large enough effect in the polarisation, with a control signal flat; inconclusive = small, poorly fitted or top-dose-only effect, or effect the other way, or a change in a side signal; inactive = no such curve, though single readings can be large or run the other way; the % refers to the polarisation;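 also: polarization taken with two DNA probes labelled with fluorescein and Texas red; potency is read from the fitted curve at half-maximal effect; % of control where 0% means no effect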
# Target sequence (P11308 whole entry, looked up, the tested form may be a part): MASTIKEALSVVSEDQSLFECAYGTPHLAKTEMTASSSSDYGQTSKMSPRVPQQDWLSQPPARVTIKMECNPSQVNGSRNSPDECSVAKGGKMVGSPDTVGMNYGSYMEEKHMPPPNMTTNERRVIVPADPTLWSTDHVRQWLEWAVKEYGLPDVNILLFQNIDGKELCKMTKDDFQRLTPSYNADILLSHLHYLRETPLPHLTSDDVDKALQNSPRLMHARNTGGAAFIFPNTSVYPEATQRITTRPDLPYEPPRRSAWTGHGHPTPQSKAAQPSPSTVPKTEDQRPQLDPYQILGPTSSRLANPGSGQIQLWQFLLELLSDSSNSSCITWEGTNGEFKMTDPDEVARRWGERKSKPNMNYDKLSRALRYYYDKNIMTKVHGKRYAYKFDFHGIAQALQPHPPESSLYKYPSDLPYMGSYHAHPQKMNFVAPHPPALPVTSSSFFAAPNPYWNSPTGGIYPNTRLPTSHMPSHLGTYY
#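 His-tagged ERG Ets domain (1 uM in the protein solution; 300mM KCl, 50mM Tris-HCl, 1mM EDTA, 1mM DTT, pH 7.5) received compound, then a probe mix of 5 nM fluorescein-DNA and 100nM Texas-615-DNA. Fluorescence polarization was read for both dyes.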
# BAZ2B block: blocks human BAZ2B; Q9UIF8; AlphaScreen BAZ2B-H3K14Ac peptide displacement; Potency, µM (highest dose often 114 µM), without a hit: at the highest dose activity change, negative = inhibition, actives largely listed as inhibitors; 360,000 tested, 4.4% active; also: potency is read from the fitted curve at half-maximal effect; % is scaled to controls: 0 for no effect and ±100 for the full control effect; nearly all actives have a fitted effect of over 60% in size
#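 In this displacement format the biotinylated H3(5-23) peptide acetylated at Lys14 serves as ligand at 50 nM, with BAZ2B at 50 nM in PBS pH 7.4 containing 0.01% Tween-20. Donor and acceptor beads are 10 ug/mL final.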
# * = called active by the depositor; ? = inconclusive; nt = not tested or not shown; [ ] = dose if it differs, or a comment. Unless noted, calls follow the shape of the dose curve; as a rule, active = well fitted curve in the direction sought with a large enough effect; inconclusive = small, poorly fitted or top-dose-only effect, or another doubt; inactive = no such curve, though single readings can be large; an effect the other way counts as inactive or inconclusive. This is a subset; count on the stated rates, not on these rows.
cpd	structure	G9a block	RGS4 inhibitor	GLS inh	12-LOX inh	JMJD2A Tudor	PI4K2A block	HP1b binding inh	ERG-DNA inh	BAZ2B block
1	COc1ccc(-c2nnc(SCC(=O)NCC3CCCO3)o2)cc1 (stereo not drawn)	nt	13%	0%	?	3%	2	26%	-7%	-1%
2	CN(Cc1ccccc1)C(=O)[C@@H]1CCCN1S(=O)(=O)c1ccc(Cl)cc1	14%	-17%	-4%	0%	-10%	-7	22%	-4%	4%
3	NC(=O)c1ccccc1NC(=S)NC(=O)c1ccc(Br)o1	45µM*	-24%	15%	?	-17%	8	-8%	23%	2%
4	CCN(CC)C(=O)CSc1nnc2ccc3ccccc3n12	-6%[59 µM]	16%	-5%	-1%	-12%	2	21%	5%	3%
5	CCOC(=O)c1sc2ncn(CC(=O)Nc3ccc(F)cc3F)c(=O)c2c1C	-38%[59 µM]	13%	-5%	-4%	-5%	1	42%	9%	1%
6	Cc1cc(C)cc(NC(=O)CSc2nc(=O)[nH]c3c2CCC3)c1	-6%[59 µM]	-19%	2%	4%	-6%	0	55%[activator]	8%	12%
7	O=C(c1ccc(S(=O)(=O)N2CCOCC2)cc1)N1CCN(c2ccccc2F)CC1	-2%[12.7 µM]	-3%	4%	-22%	-26%	0	25%	2%	8%
8	COc1ccc(OC)c(C(=O)N2CCC(CCC(=O)NC3CC3)CC2)c1	10%	5%[11.4 µM]	2%	-4%	-15%	16	47%[activator]	-2%	-22%
9	COc1ccc(NC(=O)c2ccc(NC(=O)CCS(=O)(=O)c3cccs3)cc2)cc1OC	1%[59 µM]	10%	-3%	0%	-20%	-2	20%	0%	-13%
10	Nc1nc2ccccc2[nH]1	-3%	9%	21%	6%	-6%	4	6%	-12%	-1%
11	CC1=CC(=O)C=CC1(C)C(Cl)Cl (stereo not drawn)	-17%[12.7 µM]	18%[11.4 µM]	-3%	0%	0%[57.1 µM]	2	39%	0%	0%[57.1 µM]
12	Cc1ccc(C(C)C)cc1NC(=O)Nc1ccc([N+](=O)[O-])cc1	8%[12.7 µM]	0%	0%	?	?	0	-4%	5%	-37%
13	Cc1cc(C)cc(OCC(=O)N/N=C/c2ccc([N+](=O)[O-])o2)c1	?	12%	2%	-9%	-10%[57.1 µM]	-1	35%	-2%	3%
14	c1ccc(-c2cc3c(N4CCCCC4)ncnc3s2)cc1	147%[activator]	-6%	0%	?	58%[activator]	1	70%[activator]	-3%	162%[activator]
15	Cc1ccc(C)c(N2CCN(C3=C(c4ccccc4)C(=O)c4ccccc43)CC2)c1	3.2µM*	0%	-1%	-16%	2.5µM*	0	?	-2%	?
16	Cc1ccc(COC(=O)CCc2nc3ccccc3c(=O)[nH]2)cc1	20%[59 µM]	-20%	-2%	13%	7%	-2	20%	-4%	9%
17	CCCCCCCC[n+]1cccc(C(=O)N(CC)CC)c1	-46%[59 µM]	17%	-2%	-3%	?	2	28%	13%	8%
18	Cc1cc(C)cc(OCC(=O)N/N=C/c2ccccn2)c1	?	14%	13%	3%	?	-1	39%[activator]	2%	79µM*
19	C[C@H](NC(=O)c1nc[nH]c1C(=O)NCCCCCN)C(=O)OCc1ccccc1	-10%[2.33 µM]	-4%	-2%	4%	45µM*	-4	26%	-1%	50µM*
20	CCOc1cc(S(=O)(=O)NC2CC(C)(C)NC(C)(C)C2)ccc1Cl	-2%[2.33 µM]	20%	0%	10%	-7%	3	15%	-1%	0%
21	COc1ccc(Nc2c(-c3ccc(C)o3)nc3ccc(Cl)cn23)cc1	-12%[59 µM]	?	20%	9%	-4%	-4	34%	-1%	-1%
22	O=C1c2ccccc2C(Nc2ccc(S(=O)(=O)N3CCOCC3)cc2)N1c1ccccn1 (stereo not drawn)	?	-5%	0%	?	-19%	0	27%	-5%	-4%
23	Cc1ccc(-c2cc(C(=O)Nc3c(C)n(C)n(-c4ccccc4)c3=O)[nH]n2)c(O)c1C	-39%	-15%	-10%	18%	-9%	0	39%	-3%	-18%
24	O=C(N/N=C/c1cc([N+](=O)[O-])ccc1O)c1cccc(NC(=O)c2cccc(Cl)c2)c1	8%	?	-4%	?	-13%	0	-13%	12%	-31%
25	COCCN(CCOC)Cc1c(C)[nH]c2ccccc2c1=O	2%[59 µM]	-24%	17%	0%	-1%	4	29%	0%	14%
26	COc1ccc(CCNC(=O)C2CCN(S(=O)(=O)c3cnc[nH]3)CC2)cc1OC	4%[12.7 µM]	-17%	-7%	14%	-9%	-1	36%[activator]	0%	6%
27	COc1ccc(NC(=O)Nc2ccc(Br)cn2)cc1	2%	-6%	-8%	-2%	5%	-3	43%[activator]	12%	-8%
28	Cc1ccc(NS(=O)(=O)c2ccc(NC(=O)C(C)Sc3ccc(Cl)cc3)cc2)c(C)c1 (stereo not drawn)	-8%[59 µM]	3%[11.4 µM]	7%	?	-35%	-9	-2%	5%	10%
29	COc1ccccc1CNC(=O)CC(C)c1ccccc1 (stereo not drawn)	50%	-11%	1%	0%	-4%	-3	48%[activator]	-6%	2%
30	CCCNC(=S)NC1CCCC1	14%	-24%	2%	0%	-26%	-3	16%	-4%	9%

# Entries shown so far that have two or more sulfur atoms (2):
cpd	structure	G9a block	RGS4 inhibitor	GLS inh	12-LOX inh	JMJD2A Tudor	PI4K2A block	HP1b binding inh	ERG-DNA inh	BAZ2B block
9	COc1ccc(NC(=O)c2ccc(NC(=O)CCS(=O)(=O)c3cccs3)cc2)cc1OC	1%[59 µM]	10%	-3%	0%	-20%	-2	20%	0%	-13%
28	Cc1ccc(NS(=O)(=O)c2ccc(NC(=O)C(C)Sc3ccc(Cl)cc3)cc2)c(C)c1 (stereo not drawn)	-8%[59 µM]	3%[11.4 µM]	7%	?	-35%	-9	-2%	5%	10%

# Returning to the listing; the five compounds before the break are reprinted first.
cpd	structure	G9a block	RGS4 inhibitor	GLS inh	12-LOX inh	JMJD2A Tudor	PI4K2A block	HP1b binding inh	ERG-DNA inh	BAZ2B block
26	COc1ccc(CCNC(=O)C2CCN(S(=O)(=O)c3cnc[nH]3)CC2)cc1OC	4%[12.7 µM]	-17%	-7%	14%	-9%	-1	36%[activator]	0%	6%
27	COc1ccc(NC(=O)Nc2ccc(Br)cn2)cc1	2%	-6%	-8%	-2%	5%	-3	43%[activator]	12%	-8%
28	Cc1ccc(NS(=O)(=O)c2ccc(NC(=O)C(C)Sc3ccc(Cl)cc3)cc2)c(C)c1 (stereo not drawn)	-8%[59 µM]	3%[11.4 µM]	7%	?	-35%	-9	-2%	5%	10%
29	COc1ccccc1CNC(=O)CC(C)c1ccccc1 (stereo not drawn)	50%	-11%	1%	0%	-4%	-3	48%[activator]	-6%	2%
30	CCCNC(=S)NC1CCCC1	14%	-24%	2%	0%	-26%	-3	16%	-4%	9%
31	OC(COCc1cccs1)CN1CCN(c2ccccn2)CC1 (stereo not drawn)	-6%[59 µM]	16%	32%	14%	-1%	4	14%	-6%	1%
32	CSc1ccccc1NC(=O)CN(C)S(=O)(=O)c1ccc(F)cc1	0%	-18%	nt	-8%	7%	-2	31%	-7%	12%
33	O=C(NCc1ccc2c(c1)OCO2)C1CC(=O)N(C2CCCC2)C1 (stereo not drawn)	6%[12.7 µM]	21%	-1%	21%	-16%	11	13%	-13%	-8%
34	NS(=O)(=O)c1ccc(S(=O)(=O)N2CCN(C3CCCC3)CC2)cc1	-51%[59 µM]	-9%	3%	?	-20%	-2	-18%	-1%	1%
35	CCCOc1cccc(C(=O)NC(=S)Nc2cccc(NC(=O)c3ccccc3Cl)c2)c1	7%[59 µM]	-8%	5%	13µM*	-24%	-3	5%	-1%	-8%
36	N#Cc1c(N2CCCCC2)nc(N)c2c(N)nc3c(c12)CC(CCl)O3 (stereo not drawn)	5%	-17%	-3%	12%	-4%	0	27%	2%	1%
37	O=C(COC(=O)COc1ccccc1)Nc1ccc(Br)cc1Br	nt	0%	1%	7%	-16%	2	14%	3%	nt
38	CCCCOC(=O)Cn1nnc2sc(-c3ccccc3)cc2c1=O	10%[59 µM]	-19%	-8%	?	-14%	4	46%[activator]	10%	-16%
39	CSc1ccc(CN2CCN(C(=O)c3ccc([N+](=O)[O-])cc3)CC2)cc1	nt	-3%	-7%	?	22µM*	0	?	1%	50µM*
